Screening results (PubChem BioAssay)
IP6K1 inh = blocks human inositol hexakisphosphate kinase 1; AID 1645851; activity change, % (series mostly up to about 58 µM); hit rate 0.81% among 140,000; Q92551; IP6K1 kinase, ADP-Glo luminescence, 2 h; hits give low values; in the data active means activity change below about -25%
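ADP-Glo luminescence measures ADP made by human IP6K1 during a 2 h RT reaction with ATP/IP6 (mix at 1.3 mM/130 uM); top library doses 57.5 and 19.1 uM final.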
GPT2 inhibitor = inhibitors of human GPT2 alanine aminotransferase | hit rate 0.25% among 100,000 | AID 1671188 | Potency, µM (series often up to 57.7 µM), for inactives: at the highest dose activity change, negative = inhibition, hits mostly inhibitors | Recombinant GPT2, coupled pyruvate oxidase/HRP Amplex Red fluorescence; further: potency means the concentration at half of the fitted maximal effect; nearly all actives have a fitted effect of over 60% in size; many of its hits are not listed in these tables
Target sequence (Q8TD30 whole entry, looked up): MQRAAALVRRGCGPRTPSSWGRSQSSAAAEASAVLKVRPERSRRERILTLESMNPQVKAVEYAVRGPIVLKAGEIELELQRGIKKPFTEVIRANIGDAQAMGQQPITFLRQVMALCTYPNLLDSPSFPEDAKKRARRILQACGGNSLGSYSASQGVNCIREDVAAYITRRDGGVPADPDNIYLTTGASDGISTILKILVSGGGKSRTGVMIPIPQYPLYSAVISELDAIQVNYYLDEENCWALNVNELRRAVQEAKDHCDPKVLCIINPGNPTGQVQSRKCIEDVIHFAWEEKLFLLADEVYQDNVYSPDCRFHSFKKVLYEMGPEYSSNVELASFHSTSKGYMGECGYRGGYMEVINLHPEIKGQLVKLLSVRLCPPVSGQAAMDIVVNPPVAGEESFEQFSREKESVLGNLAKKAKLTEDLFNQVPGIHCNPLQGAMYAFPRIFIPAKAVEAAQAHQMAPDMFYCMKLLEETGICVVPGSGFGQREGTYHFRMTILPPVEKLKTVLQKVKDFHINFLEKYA
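Fluorescence of coupled pyruvate oxidase/HRP/Amplex Red system (50uM Amplex, 30 min, dark) reports pyruvate formed by GPT2. Enzyme reaction: 10ng/uL GPT2, 2mM L-alanine, 250uM a-KG, 30 min room temperature, pH 7.5; 50uM AOA control.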
HEK293 viab = reduces viability of HEK-293 SNCA reporter cells | AID 1671193 | Potency, µM (highest dose often 57.1 µM), without a hit: at the top dose activity change, negative = cytotoxicity, usual class: cytotoxic | hit rate 0.12% among 150,000 | HEK-293-SNCA-luc viability, GF-AFC fluorescence, 24 h;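 further: potency means the concentration at half of the fitted maximal effect; 0% = DMSO-treated cells and -100% = medium-only wells without cells; nearly all actives have a fitted effect of over 30% in size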
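HEK-293-SNCA-luc cells (1500/well) plated 24 h, then exposed 24 h to a dilution series; GF-AFC added 30 min at 37C, fluorescence 405/540 nm; normalised to medium-only and DMSO wells, Hill fit.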
HEK cytotox = cytotoxic compounds in HEK 293 cells; HEK 293 viability, ATP luminescence (CellTiter-Glo), 48-72 h; Potency, µM (series often up to 115 µM), without a hit: top-dose activity change, negative = cytotoxicity, hits mostly inhibitors; hit rate 6.6% among 94,000; AID 1345083; further: potency means the concentration at half of the fitted maximal effect; nearly all actives have a fitted effect of over 60% in size
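HEK 293 cells at 250 cells/well were exposed to compounds by pintool transfer for 48 or 72 hr at 37 degree Celsius, 5% CO2. Viability was read as ATP-coupled luminescence with CellTiter-Glo after 10 min at room temperature.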
NIH3T3 tox = NIH 3T3 cell cytotoxicity | NIH 3T3 viability, CellTiter-Glo ATP luminescence, 48-72 h | Potency, µM (doses to about 96.7 µM), for the others: top-dose activity change, negative = cytotoxicity, actives largely listed as inhibitors | hit rate 4.3% among 94,000; further: potency means the concentration at half of the fitted maximal effect; nearly all actives have a fitted effect of over 55% in size
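Cytotoxicity is measured as loss of cellular ATP: NIH 3T3 cells (400/well) are exposed to compound for 48 or 72 hr at 37 °C, then CellTiter-Glo luminescence is imaged after 10 min at room temperature.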
SNCA expr inh = SNCA gene expression inhibition. HEK-293 SNCA-luciferase knock-in, luminescence, 24 h. Potency, µM (doses to about 57.2 µM), for the others: at the highest dose activity change, negative = inhibition, actives largely listed as inhibitors. hit rate 0.17% among 140,000;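 further: potency means the concentration at half of the fitted maximal effect; plate controls were DMSO cells for no effect and cell-free wells for full effect; nearly all actives have a fitted effect of over 45% in size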
Luciferase inh = blocks purified firefly luciferase enzyme activity. purified P. pyralis luciferase, luminescence, biochemical. Potency, µM (highest dose often 115 µM), for inactives: at the top dose activity change, negative = inhibition, usual class: inhibitors. hit rate 2.5% among 76,000. AID 1347043; further: potency means the concentration at half of the fitted maximal effect; nearly all actives have a fitted effect of over 65% in size
Target sequence (P08659 whole entry, looked up): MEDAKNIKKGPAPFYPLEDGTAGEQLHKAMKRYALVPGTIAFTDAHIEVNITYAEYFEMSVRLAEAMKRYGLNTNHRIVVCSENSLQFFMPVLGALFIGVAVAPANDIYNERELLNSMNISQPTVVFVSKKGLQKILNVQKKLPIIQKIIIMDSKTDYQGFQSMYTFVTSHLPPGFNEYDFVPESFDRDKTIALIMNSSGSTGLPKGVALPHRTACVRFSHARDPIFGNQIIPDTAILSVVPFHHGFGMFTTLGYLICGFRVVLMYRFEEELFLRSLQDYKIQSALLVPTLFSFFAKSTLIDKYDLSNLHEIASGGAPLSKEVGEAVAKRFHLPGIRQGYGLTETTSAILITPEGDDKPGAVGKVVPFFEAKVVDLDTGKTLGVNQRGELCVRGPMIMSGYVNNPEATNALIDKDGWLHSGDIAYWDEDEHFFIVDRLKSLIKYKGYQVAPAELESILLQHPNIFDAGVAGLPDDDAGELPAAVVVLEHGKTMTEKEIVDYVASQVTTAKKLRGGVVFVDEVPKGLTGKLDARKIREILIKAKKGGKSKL
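Purified 10nM P. pyralis luciferase with 10uM D-luciferin and 10uM ATP in 50mM Tris acetate pH 7.5, 10mM Mg acetate, 0.01% Tween-20, 0.05% BSA. qHTS titration; luminescence read by CCD imager.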
* = called active by the depositor; & = joins results of further samples; [ ] = another dose, or the depositor's remark. Unless noted, the call rests on the fitted dose curve; in most records, active means well fitted curve in the direction sought with a large enough effect; inconclusive means small, poorly fitted or top-dose-only effect, or another doubt; inactive means no such curve, though single readings can be large; an effect the other way counts as inactive or inconclusive. Unless noted, on the % scale 0 is the no-effect control and ±100 the full control effect. An excerpt (hit frequency here may not be typical).

Results for NS(=O)(=O)c1ccc(C(=O)N2CCC3(CC2)Nc2ccccc2NC3=O)cc1 ?
IP6K1 inh: 4; GPT2 inhibitor: -13%[11.5 µM]; HEK293 viab: -1%; HEK cytotox: -9%; NIH3T3 tox: 1%; SNCA expr inh: 1%; Luciferase inh: 14%

Results for CCOc1ccc(NC(=O)CCCn2c(C)c3cnn(-c4ccccc4)c(=O)c3c2C)cc1 ?
IP6K1 inh: -8; HEK293 viab: 0%; SNCA expr inh: -3%

Results for O=C(NCc1ccco1)C1COC2(CCN(C(=O)c3ccco3)CC2)N1C(=O)c1ccc(F)cc1 (stereo not drawn) ?
IP6K1 inh: 26; GPT2 inhibitor: inactive; HEK293 viab: -3%; HEK cytotox: inconclusive; NIH3T3 tox: -23%; SNCA expr inh: -3%; Luciferase inh: -2%

How did COc1ccc(NC(=O)CCS(=O)(=O)c2nc(-c3ccc4c(c3)OCO4)cc(C(F)(F)F)n2)c(OC)c1 do in these assays?
IP6K1 inh: 7; HEK293 viab: -29%; SNCA expr inh: 38%[activator]

What do the screens show for `C[C@@H](NC(=O)C1CCCC1)c1onc(-c2ccc(Cl)cc2)c1C(=O)O`?
IP6K1 inh: 18; GPT2 inhibitor: 5%[88.5 µM]; HEK293 viab: 14%[87.6 µM]; HEK cytotox: inactive; NIH3T3 tox: -2%[138 µM]; SNCA expr inh: -9%[87.6 µM]; Luciferase inh: -6%[172 µM]

What do the screens show for `CN(C)C(=O)C1CCN(Cc2ccccc2-c2cccnc2)CC1`?
IP6K1 inh: 5; GPT2 inhibitor: -10%[88.5 µM]; HEK293 viab: 3%[12.5 µM]; HEK cytotox: -7%[172 µM]; NIH3T3 tox: -5%[138 µM]; SNCA expr inh: -3%[87.6 µM]

Results for O=C(C1CCCN(c2cnn(Cc3ccccc3)c(=O)c2)C1)N1CCCC1 (stereo not drawn) ?
IP6K1 inh: 20; GPT2 inhibitor: inactive; HEK293 viab: inconclusive; HEK cytotox: -21%; NIH3T3 tox: inconclusive; SNCA expr inh: 10%; Luciferase inh: 2%

Results for Cc1nc(-c2cn(C3CCCN(C(=O)c4cccc(F)c4)C3)nn2)no1 (stereo not drawn) ?
IP6K1 inh: 2; GPT2 inhibitor: inconclusive; HEK293 viab: 14%; HEK cytotox: 14%; NIH3T3 tox: inactive; SNCA expr inh: -2%; Luciferase inh: 3%

What do the screens show for `Cc1ncsc1C(=O)N1CCC2(CC1)OC(=O)N(Cc1ccccc1)C2(C)c1cccnc1` (stereo not drawn)?
IP6K1 inh: -1; GPT2 inhibitor: inactive; HEK293 viab: 5%; HEK cytotox: inactive; NIH3T3 tox: 22µM*; SNCA expr inh: 6%; Luciferase inh: 6%

What do the screens show for `Cc1ccc2nc(C3CCCN(Cc4cccc(-c5ccc(F)cc5F)c4)C3)[nH]c(=O)c2c1` (stereo not drawn)?
IP6K1 inh: -3&7; GPT2 inhibitor: -6%&2%; HEK293 viab: -5%&-2%; HEK cytotox: inconclusive; NIH3T3 tox: inconclusive; SNCA expr inh: inconclusive; Luciferase inh: 0%

Overlap with the part before: 3 entries, followed by the next part.
Results for Cc1nc(-c2cn(C3CCCN(C(=O)c4cccc(F)c4)C3)nn2)no1 (stereo not drawn) ?
IP6K1 inh: 2; GPT2 inhibitor: inconclusive; HEK293 viab: 14%; HEK cytotox: 14%; NIH3T3 tox: inactive; SNCA expr inh: -2%; Luciferase inh: 3%

What do the screens show for `Cc1ncsc1C(=O)N1CCC2(CC1)OC(=O)N(Cc1ccccc1)C2(C)c1cccnc1` (stereo not drawn)?
IP6K1 inh: -1; GPT2 inhibitor: inactive; HEK293 viab: 5%; HEK cytotox: inactive; NIH3T3 tox: 22µM*; SNCA expr inh: 6%; Luciferase inh: 6%

What do the screens show for `Cc1ccc2nc(C3CCCN(Cc4cccc(-c5ccc(F)cc5F)c4)C3)[nH]c(=O)c2c1` (stereo not drawn)?
IP6K1 inh: -3&7; GPT2 inhibitor: -6%&2%; HEK293 viab: -5%&-2%; HEK cytotox: inconclusive; NIH3T3 tox: inconclusive; SNCA expr inh: inconclusive; Luciferase inh: 0%

What do the screens show for `CCOc1ccc(-c2noc(CSc3nnc(Cc4ccccc4)n3-c3ccc(F)cc3)n2)cc1`?
IP6K1 inh: -7; HEK293 viab: -18%; SNCA expr inh: inconclusive

How did COc1ccccc1-c1cccc(C(=O)N2CCC[C@H]2C(=O)NCC(F)(F)F)c1 do in these assays?
IP6K1 inh: -4; GPT2 inhibitor: 0%; HEK293 viab: -2%[12.5 µM]; HEK cytotox: -10%; NIH3T3 tox: -16%; SNCA expr inh: -9%

How did CC(=O)N1CC2(CCN(C(=O)CCC(=O)O)C2)Cc2ccccc21 (stereo not drawn) do in these assays?
IP6K1 inh: -9; GPT2 inhibitor: inactive; HEK293 viab: -2%; HEK cytotox: 0%; NIH3T3 tox: 5%; SNCA expr inh: -25%

How did CCOc1ccc(CNC(=O)CCCn2c(=O)c3cccn3c3cccnc32)cc1 do in these assays?
IP6K1 inh: 34; HEK293 viab: 8%; SNCA expr inh: -7%

What do the screens show for `CCCNC(=O)N[C@@H]1CCC[C@@H](C(=O)NCc2cc(F)cc(F)c2)CC(=O)N(C)C1`?
IP6K1 inh: 2; GPT2 inhibitor: -5%[88.5 µM]; HEK293 viab: 1%[87.6 µM]; HEK cytotox: 3%[172 µM]; NIH3T3 tox: inactive; SNCA expr inh: -2%[87.6 µM]; Luciferase inh: 0%[172 µM]

What do the screens show for `Cc1nc(N2CCC(NC(=O)C3CCCCC3)CC2)cc(C(F)(F)F)n1`?
IP6K1 inh: -1; GPT2 inhibitor: inactive; HEK293 viab: -4%; HEK cytotox: inconclusive; NIH3T3 tox: -7%; SNCA expr inh: 10%; Luciferase inh: 1%

Results for C/C=C/C=C/C=C/C(=O)O[C@@H]1C=C2COC(=O)[C@]2(O)[C@@]2(C)CCCC(C)(C)[C@H]12 ?
IP6K1 inh: 67; GPT2 inhibitor: -19%[27.3 µM]; HEK293 viab: 0%[23.9 µM]

How did COc1ccc(CN2CCCn3nc(C)c(-c4ccnn4C(C)C)c32)cc1O do in these assays?
IP6K1 inh: 12; GPT2 inhibitor: -9%[88.5 µM]; HEK293 viab: 2%[87.6 µM]; HEK cytotox: -11%[172 µM]; NIH3T3 tox: inconclusive; SNCA expr inh: -7%[87.6 µM]; Luciferase inh: -7%[172 µM]

What do the screens show for `Cc1cc(C)cc(OCC(=O)c2ccc3c(c2)N(CC(=O)N2CCOCC2)C(=O)CO3)c1`?
IP6K1 inh: -6; GPT2 inhibitor: inactive; HEK293 viab: -9%; HEK cytotox: -19%; NIH3T3 tox: -14%; SNCA expr inh: 1%; Luciferase inh: -8%

How did COc1cc2cc(CN3CCC(N(C)C)C3)c(-c3cccc(Cl)c3)nc2cc1OC (stereo not drawn) do in these assays?
IP6K1 inh: 4; GPT2 inhibitor: -3%; HEK293 viab: inconclusive; HEK cytotox: inconclusive; NIH3T3 tox: inconclusive; SNCA expr inh: 4%; Luciferase inh: inconclusive

How did O=C(Cc1ccccc1)NCCC1CCN(C(=O)Nc2cccc(F)c2)CC1 do in these assays?
IP6K1 inh: -3; GPT2 inhibitor: 0%; HEK293 viab: -3%; HEK cytotox: -8%; NIH3T3 tox: -23%; SNCA expr inh: -12%; Luciferase inh: -18%

How did Cc1ccc(-n2ncc3c(N(C)Cc4ccccc4)ncnc32)cc1 do in these assays?
IP6K1 inh: 33; HEK293 viab: -2%; SNCA expr inh: -66%

How did CS(=O)(=O)c1ncc(N(Cc2ccccc2)Cc2ccco2)c(C(=O)Nc2cccc(C(F)(F)F)c2)n1 do in these assays?
IP6K1 inh: 3; HEK293 viab: -2%; SNCA expr inh: 0%

Results for COc1ccc(S(=O)(=O)N(CC(=O)Nc2ccccc2Cl)Cc2ccccc2)cc1 ?
IP6K1 inh: 33; HEK293 viab: -12%; SNCA expr inh: inconclusive

Results for O=C(N[C@@H]1CN(Cc2ccc(F)cc2Cl)C[C@H]1CO)C1CC1 ?
IP6K1 inh: -7; GPT2 inhibitor: inactive; HEK293 viab: 9%; HEK cytotox: -6%; NIH3T3 tox: -14%; SNCA expr inh: -1%; Luciferase inh: 7%

Results for CNC(=O)c1cc(C2CC2)nc2c1c(C1CCN(C(=O)c3ccccc3F)CC1)nn2C ?
IP6K1 inh: -13; HEK cytotox: inactive; NIH3T3 tox: 3%

Results for Cc1cc(C)nc(NS(=O)(=O)c2ccc(N)cc2)n1 ?
IP6K1 inh: 2; GPT2 inhibitor: 3%; HEK293 viab: 35%[23.9 µM]; SNCA expr inh: -41%[25.6 µM]

How did CCS(=O)(=O)N1CCc2cc(C(=O)Nc3cc([N+](=O)[O-])ccc3C)ccc21 do in these assays?
IP6K1 inh: -8; HEK293 viab: 7%; SNCA expr inh: -17%

How did Cc1ccc(CN2CCn3c(nn(-c4ccc([N+](=O)[O-])cc4)c3=O)C2)cc1 do in these assays?
IP6K1 inh: 14; GPT2 inhibitor: inactive; HEK293 viab: -12%; HEK cytotox: 45µM*; NIH3T3 tox: inconclusive; SNCA expr inh: -3%; Luciferase inh: -15%

Results for O=C1NCCOCCN(S(=O)(=O)c2cccc(F)c2)[C@H]2CCC[C@@H]12 ?
IP6K1 inh: 3; GPT2 inhibitor: inactive; HEK293 viab: 1%; HEK cytotox: 3%; NIH3T3 tox: inactive; SNCA expr inh: 0%; Luciferase inh: 2%

Results for CCOC(=O)C1=C(CN2CCC(C)CC2)NC(=O)NC1c1ccc(F)cc1 (stereo not drawn) ?
IP6K1 inh: -9; HEK293 viab: 3%; SNCA expr inh: 6%

Results for CCc1ccc(NC(=O)c2nn(-c3ccc(C)cc3)c(=O)n(C)c2=O)cc1 ?
IP6K1 inh: 18; HEK293 viab: -8%; SNCA expr inh: -10%

How did Cc1nc(-c2c3n(c(=O)n(CC(=O)c4ccc(Cl)cc4)c2=O)CCCC3)no1 do in these assays?
IP6K1 inh: 26; GPT2 inhibitor: -1%; HEK293 viab: -5%; HEK cytotox: 0%; NIH3T3 tox: -12%; SNCA expr inh: 23%; Luciferase inh: -10%

How did COc1ccccc1-c1nnc2ccc(C(=O)NC3CCCCC3)cn12 do in these assays?
IP6K1 inh: -2; GPT2 inhibitor: inactive; HEK293 viab: -30%; HEK cytotox: inactive; NIH3T3 tox: -13%; SNCA expr inh: 8%

Results for CCOCCCNC(=O)C(c1ccc(OC)cc1)N(Cc1cccs1)C(=O)c1ccccc1O (stereo not drawn) ?
IP6K1 inh: 6; HEK293 viab: -26%; SNCA expr inh: 6%

Results for CSc1nn(Cc2ccc(F)cc2)c(N(C(C)=O)C(C)=O)c1S(=O)(=O)c1ccccc1 ?
IP6K1 inh: 3; HEK293 viab: -17%; SNCA expr inh: inconclusive

How did CC(C)NC(=O)C1CCCN(c2ccnc3ccnn23)C1 (stereo not drawn) do in these assays?
IP6K1 inh: 17; GPT2 inhibitor: inactive; HEK293 viab: -8%[87.6 µM]; HEK cytotox: -16%[172 µM]; NIH3T3 tox: -28%[138 µM]; SNCA expr inh: -5%[87.6 µM]
